TcdB GH inh – TcdB glycohydrolase inhibition; TcdB glycohydrolase enzymatic assay, plate reader; AID 652162; inhibition, % at 9.99 µM; actives 0.24% (n = 350,000); P18177; in the data active = inhibition above about 10%
An asterisk follows results filed as active.

canonical_smiles,TcdB GH inh
C[C@H]1CCCCO[C@@H](CN(C)C(=O)Nc2ccccc2)[C@@H](C)CN([C@@H](C)CO)C(=O)c2cc(N(C)C)ccc2O1,-42.9
C[C@H](O)C#Cc1ccc2c(c1)O[C@H](CN(C)C)[C@H](C)CN([C@@H](C)CO)S2(=O)=O,-0.3
CCC(=O)N(C)C[C@H]1Oc2ncc(C#C[C@@H](C)O)cc2C(=O)N([C@H](C)CO)C[C@H]1C,0.2
C[C@H](O)C#Cc1cnc2c(c1)C(=O)N([C@@H](C)CO)C[C@@H](C)[C@H](CN(C)C(=O)Cc1ccncc1)O2,-0.5
O=C(C[C@@H]1C[C@@H]2c3cc(NC(=O)C4CCC4)ccc3O[C@@H]2[C@H](CO)O1)NCCc1ccccc1,-0.6
C[C@H](CO)N1C[C@H](C)[C@@H](CN(C)C(=O)CC2CC2)Oc2cc(-c3ccccc3)ccc2S1(=O)=O,0.9
C[C@@H]1CCCCO[C@H](CN(C)C(=O)Nc2ccc(F)cc2)[C@H](C)CN([C@H](C)CO)C(=O)c2cc(NC(=O)Nc3ccc(C(F)(F)F)cc3)ccc2O1,-1.6
O=C(C[C@@H]1C=C[C@H](NC(=O)C2CCOCC2)[C@@H](CO)O1)NCc1ccccc1Cl,-7.9
O=C(C[C@H]1CC[C@@H]2[C@H](COC[C@H](O)CN2Cc2cccc(F)c2)O1)NCc1ccncc1,1.8
C[C@@H]1CN([C@@H](C)CO)C(=O)c2cc(-c3cccc(F)c3)cnc2O[C@H]1CN(C)C(=O)C1CCCCC1,0.0
O=C(c1cccc(F)c1)N1CCCCN2[C@H](CO)[C@H](c3ccc(-c4cncnc4)cc3)[C@@H]2C1,0.1
CC(=O)N1C[C@H]2[C@@H](c3ccccc31)[C@H](CO)N2C(=O)Nc1ccc(F)cc1,0.4
CN(C)CC(=O)N1[C@@H]2Cn3c(ccc(-c4ccccc4)c3=O)[C@H]1[C@@H](C(=O)N1CCN(C)CC1)[C@@H]2CO,-0.6
O=C(Nc1ccc(Cl)cc1)N[C@@H]1CC[C@@H](CCn2cc(Cc3ccccc3)nn2)O[C@H]1CO,0.1
Cc1cccc(S(=O)(=O)N2C[C@H](O)COC[C@@H]3O[C@@H](CC(=O)NCCCN4CCOCC4)CC[C@H]32)c1,-2.6
CCc1csc(N2[C@H](C#N)[C@@H](c3ccc(-c4cccc(F)c4)cc3)[C@@H]2CO)n1,0.4
CCS(=O)(=O)NCC[C@H]1CC[C@@H](NS(=O)(=O)c2ccccc2C)[C@@H](CO)O1,1.1
CN1C[C@H]2[C@@H](c3ccccc31)[C@@H](CO)N2C(=O)c1cccnc1,-0.7
O=C(C[C@H]1CC[C@@H]2[C@H](COC[C@@H](O)CN2Cc2ccncc2)O1)NCc1ccncc1,-0.9
C[C@H](CO)N1C[C@H](C)[C@H](CN(C)C(=O)c2ccccc2)Oc2ncc(C#Cc3ccccc3)cc2C1=O,0.3
COc1ccc(C(=O)Nc2ccc3c(c2)OC[C@H](C)NC[C@@H](C)[C@@H](OC)CN(C)C3=O)cc1,-0.2
Cc1ccccc1S(=O)(=O)N1C[C@@H](O)COC[C@H]2O[C@H](CC(=O)NCc3ccccc3Cl)CC[C@@H]21,0.2
CN1CCN(C(=O)C[C@H]2CC[C@H]3[C@@H](COC[C@@H](O)CN3C(=O)C3CCOCC3)O2)CC1,-3.1
O=C(NC1CCCC1)N1CCCCN2[C@H](C1)[C@@H](c1ccc(/C=C/c3ccccc3)cc1)[C@@H]2CO,-0.9
O=S(=O)(c1ccccc1)N1CC[C@H]2[C@H](CO)Nc3ccc(C#Cc4cccc(F)c4)cc3[C@H]21,0.3
COc1ccccc1-c1cn(CC[C@H]2CC[C@H](NC(=O)C3CCC3)[C@H](CO)O2)nn1,-1.3
CCCC#Cc1cnc2c(c1)C(=O)N([C@@H](C)CO)C[C@@H](C)[C@@H](CN(C)S(=O)(=O)c1ccccc1)O2,-0.6
O=C(c1cccc(F)c1)N1C[C@@H]2[C@H](c3ccccc31)[C@H](CO)N2C(=O)Cc1ccccc1,-1.1
C[C@H]1CCCCO[C@H](CN(C)S(=O)(=O)c2ccc(Cl)cc2)[C@@H](C)CN([C@@H](C)CO)C(=O)c2cc(NC(=O)NC3CCCCC3)ccc2O1,-1.6
CCCN1C[C@H](C)[C@@H](OC)CN(C)C(=O)c2cc(NC(=O)Nc3c(C)noc3C)ccc2OC[C@H]1C,0.2
CCNC(=O)c1cc2c(c(-c3cccc(C4=CCCC4)c3)n1)[C@H](CCO)N([S@@](=O)C(C)(C)C)C2,0.6
C[C@H](CO)N1C[C@H](C)[C@H](CN(C)Cc2ccc(C(=O)O)cc2)Oc2ccc(NS(=O)(=O)c3ccc(Cl)cc3)cc2C1=O,0.7
C[C@H]1CN([C@@H](C)CO)S(=O)(=O)c2ccc(C3=CCCC3)cc2O[C@@H]1CN(C)Cc1ccccc1,0.9
Cc1noc(C)c1S(=O)(=O)Nc1ccc2c(c1)C(=O)N([C@@H](C)CO)C[C@@H](C)[C@H](CN(C)C(=O)Nc1cccc3ccccc13)O2,0.6
COc1ccccc1C#Cc1ccc([C@H]2[C@H](CO)N3CCCCN(S(C)(=O)=O)C[C@@H]23)cc1,-0.8
C[C@@H]1CN([C@@H](C)CO)S(=O)(=O)c2ccc(-c3cncnc3)cc2O[C@@H]1CN(C)C(=O)NC1CCCC1,1.4
C[C@@H]1CCCCO[C@H](CN(C)C(=O)CCC(F)(F)F)[C@@H](C)CN([C@@H](C)CO)C(=O)c2cc(N(C)C)ccc2O1,-12.3
CO[C@@H]1CN(C)C(=O)c2ccc(NC(=O)C3CC3)cc2OC[C@@H](C)N(Cc2ccccc2)C[C@H]1C,-11.4
C[C@H]1CN([C@@H](C)CO)S(=O)(=O)c2ccc(C3=CCCC3)cc2O[C@@H]1CN(C)Cc1cccnc1,0.9
C[C@@H]1CN([C@H](C)CO)C(=O)c2cccc(NS(=O)(=O)c3ccc(Cl)cc3)c2O[C@@H]1CN(C)S(=O)(=O)c1cccs1,0.6
C[C@H]1CN([C@@H](C)CO)C(=O)Cc2cc(NC(=O)Nc3cccc4ccccc34)ccc2O[C@H]1CN(C)C,1.1
CC(C)NC(=O)NCC[C@H]1CC[C@H](NC(=O)CN(C)C)[C@H](CO)O1,-5.3
COCC(=O)Nc1ccc2c(c1)C(=O)N(C)C[C@@H](OC)[C@H](C)CN(CCC(F)(F)F)[C@H](C)CO2,-0.1
C[C@H](CO)N1C[C@H](C)[C@H](CN(C)C(=O)C2CCC2)Oc2cc(-c3cncnc3)ccc2S1(=O)=O,0.3
C[C@@H]1CN([C@H](C)CO)C(=O)Cc2cc(NC(=O)Nc3ccc4c(c3)OCO4)ccc2O[C@H]1CN(C)Cc1ccncc1,-2.7
CC(C)CC#Cc1cnc2c(c1)C(=O)N([C@@H](C)CO)C[C@H](C)[C@@H](CN(C)Cc1ccccc1C(=O)O)O2,0.2
C[C@@H]1CN([C@H](C)CO)C(=O)c2cc(C#CC3(O)CCCC3)cnc2O[C@@H]1CN(C)C(=O)Cc1ccccc1,1.5
C[C@H]1CN([C@@H](C)CO)C(=O)Cc2cc(NS(C)(=O)=O)ccc2O[C@H]1CN(C)Cc1ccc(C(=O)Nc2ccccc2N)cc1,0.8
COc1ccc2c3c([nH]c2c1)[C@H](CO)N(C(=O)NC(C)C)CC31CCN(C(=O)c2cccnc2)CC1,-0.1
CO[C@@H]1CN(C)C(=O)c2cc(NC(=O)C3CCCC3)ccc2OC[C@@H](C)N(S(C)(=O)=O)C[C@@H]1C,1.5
C[C@@H]1CN([C@H](C)CO)C(=O)Cc2cc(NS(=O)(=O)c3ccccc3)ccc2O[C@H]1CN(C)C(=O)Nc1cccc2ccccc12,0.0
CCC(=O)N(C)C[C@H]1Oc2cc(-c3cccc(F)c3)ccc2S(=O)(=O)N([C@H](C)CO)C[C@H]1C,-0.8
C[C@@H]1CCCCO[C@H](CN(C)CC2CCCCC2)[C@H](C)CN([C@@H](C)CO)C(=O)c2cc(NC(=O)Cc3ccccc3)ccc2O1,-0.2
CO[C@@H]1CN(C)C(=O)c2ccc(NC(C)=O)cc2OC[C@H](C)N(Cc2ccccn2)C[C@H]1C,0.3
CC(=O)N1CCCCN2[C@H](CO)[C@H](c3ccc(-c4cccc(C(=O)N(C)C)c4)cc3)[C@@H]2C1,-0.1
C[C@@H]1CN([C@@H](C)CO)S(=O)(=O)c2ccc(C#CC3CC3)cc2O[C@@H]1CN(C)Cc1ccc(F)cc1,0.3
CCCC#Cc1ccc([C@H]2[C@@H](C#N)N(C(=O)C3CCOCC3)[C@H]2CO)cc1,-7.5
CCNC(=O)C[C@H]1C=C[C@@H](NC(=O)C2CC2)[C@H](CO)O1,0.3
CO[C@@H]1CN(C)C(=O)c2cc(NC(=O)c3ccc(Oc4ccccc4)cc3)ccc2OC[C@@H](C)NC[C@H]1C,2.4
Cc1ccc(S(=O)(=O)Nc2cccc3c2O[C@@H](CN(C)Cc2ccc(C(=O)Nc4ccccc4N)cc2)[C@@H](C)CN([C@@H](C)CO)C3=O)cc1,0.9

(more compounds)
canonical_smiles,TcdB GH inh
CCC(=O)N[C@H]1C=C[C@H](CC(=O)NCc2ccc(OC)cc2)O[C@H]1CO,1.0
C[C@@H]1CN([C@@H](C)CO)C(=O)c2cccc(NC(=O)CCCCCC(=O)Nc3ccccc3N)c2O[C@H]1CN(C)Cc1ccncc1,-0.7
O=C(O)C[C@@H]1C[C@@H]2c3cc(NC(=O)Cc4ccncc4)ccc3O[C@@H]2[C@H](CO)O1,-2.1
CS(=O)(=O)N1CCCCN2[C@H](C1)[C@H](c1ccc(Br)cc1)[C@@H]2CO,0.7
CN(C)C(=O)C[C@@H]1C[C@H]2c3cc(NC(=O)C4CCC4)ccc3O[C@H]2[C@@H](CO)O1,2.1
O=C(CC1CC1)N[C@H]1CC[C@@H](CCNS(=O)(=O)c2ccc(F)cc2)O[C@H]1CO,-1.1
Cc1cccc(-c2ccc([C@@H]3[C@@H](CO)N4CCCCN(C(=O)NC(C)C)C[C@@H]34)cc2)c1,0.0
CN(C)C(=O)[C@@H]1[C@@H](CO)[C@@H]2Cn3c(cccc3=O)[C@H]1N2CC1CCCC1,1.0
COCC(=O)N1C[C@@H](C)[C@H](OC)CN(C)C(=O)c2cc(NC(=O)Nc3cccc(F)c3)ccc2OC[C@H]1C,-0.5
C[C@@H]1CN([C@H](C)CO)C(=O)c2cc(C#Cc3ccncc3)cnc2O[C@@H]1CN(C)C(=O)c1ccccc1F,0.0
CC(C)NC(=O)Nc1ccc2c(c1)C(=O)N([C@H](C)CO)C[C@H](C)[C@@H](CN(C)S(C)(=O)=O)OCCCC[C@H](C)O2,-2.3
C/C=C/c1ccc2c(c1)O[C@@H](CN(C)CCC)[C@@H](C)CN([C@H](C)CO)S2(=O)=O,-1.5
C/C=C/c1ccc([C@H]2[C@@H](CO)N(C(C)=O)[C@@H]2CN(CCC)C(=O)C2CCC2)cc1,-0.6
C[C@@H]1CN([C@@H](C)CO)C(=O)Cc2cc(NC(=O)Nc3ccc(F)cc3)ccc2O[C@H]1CN(C)Cc1ccc(Oc2ccccc2)cc1,0.5
COc1ccc(S(=O)(=O)Nc2cccc3c2O[C@H](CN(C)S(=O)(=O)c2c(C)noc2C)[C@H](C)CN([C@@H](C)CO)C3=O)cc1,0.1
C[C@@H]1CCCCO[C@H](CN(C)S(=O)(=O)c2ccccc2)[C@@H](C)CN([C@@H](C)CO)C(=O)c2cc(NC(=O)CCC(F)(F)F)ccc2O1,-1.3
C[C@H]1CN([C@@H](C)CO)C(=O)Cc2cc(NS(=O)(=O)c3cccs3)ccc2O[C@H]1CN(C)C(=O)Nc1ccc(F)cc1,0.5
C[C@@H]1CN([C@H](C)CO)C(=O)c2cc(NC(=O)CCN3CCOCC3)ccc2O[C@@H]1CN(C)CC1CCCCC1,0.2
O=C(Nc1ccccc1F)N1CC(=O)N2[C@@H](CO)[C@H](c3ccc(-c4cccnc4)cc3)[C@@H]2C1,-0.8
C[C@H](CO)N1C[C@H](C)[C@@H](CN(C)Cc2ccc3c(c2)OCO3)OCCCC[C@H](C)Oc2ccc(NS(=O)(=O)c3ccccc3)cc2C1=O,-0.4
CC(C)C(=O)Nc1ccc2c(c1)C(=O)N(C)[C@H]1CC[C@@H](CC(=O)NCc3ccc(F)cc3)O[C@@H]1CO2,-0.4
CC(C)NC(=O)N[C@@H]1CC[C@H](CC(=O)NCCCN(C)C)O[C@@H]1CO,-0.1
O=C(C[C@H]1CC[C@@H]2[C@H](COC[C@@H](O)CN2C(=O)Nc2ccc(F)cc2)O1)NCC1CC1,0.7

Only part of the results is shown (hit frequency here may not be typical).
